# KDM4C inh = KDM4C (human) demethylase inhibition; Q9H3R0; hit rate 0.15% among 96,000; GST-KDM4C 2-372, H3K9me3 peptide, LANCE TR-FRET; inhibition, % at 12.5 µM; AID 720574;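 active means mean replicate inhibition above about 25%, with at least 55% of replicates also reaching it, limit read from the data, passing the limit was not always enough; inconclusive means only one of those two conditions met; inactive means neither condition met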
# Target sequence (Q9H3R0 2-372 limits assumed): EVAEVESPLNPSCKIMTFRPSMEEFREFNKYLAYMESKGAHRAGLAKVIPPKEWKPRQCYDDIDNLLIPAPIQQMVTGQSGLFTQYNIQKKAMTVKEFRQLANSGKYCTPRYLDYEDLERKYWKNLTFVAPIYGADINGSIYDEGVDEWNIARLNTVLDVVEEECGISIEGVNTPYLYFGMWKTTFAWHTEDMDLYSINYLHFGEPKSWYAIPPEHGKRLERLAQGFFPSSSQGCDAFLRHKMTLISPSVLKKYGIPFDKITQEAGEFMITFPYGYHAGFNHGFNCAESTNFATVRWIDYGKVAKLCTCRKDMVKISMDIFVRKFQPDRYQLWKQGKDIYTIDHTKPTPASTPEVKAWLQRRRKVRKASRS
#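 Compound: one test concentration per compound; Material: GST-GASC-1 enzyme fragment 2-372; Amount: GASC-1 enzyme at 10 nM final in reaction; Also added: H3K9me3 peptide substrate, Fe(II), 2-oxoglutarate; Technique: LANCE TR-FRET; Times: 30 min demethylation and 1 h detection at room temperature.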
# C diff HTS = C. difficile growth inhibition | Clostridium difficile clinical isolate growth, OD600, 24 h; stronger effect = lower value | growth activity, negative = inhibition, % at 16 µg/mL (by protocol) | hit rate 0.25% among 86,000 | AID 1259249;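 active means mean growth activity at or below -80% and every replicate also at or below -80%; inconclusive means mean at or below -80% but some replicate above -80%; inactive means mean growth activity above -80%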;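 further: 0% = DMSO wells and -100% = levofloxacin 16 µg/mL wells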
# Pf Dd2 inh = blocks growth of Plasmodium falciparum Dd2 parasites. P. falciparum Dd2 growth, SYBR Green, 72 h; stronger effect = lower value. activity change, % at 10 µM. hit rate 2.3% among 94,000. AID 1159554; in the data active means activity change below about -80%; inconclusive means no clear call, values can overlap the other calls
# T cruzi growth = inhibitors of T. cruzi proliferation | T. cruzi beta-gal in NIH3T3, GalScreen luminescence, 90 h | hit rate 5.9% among 77,000 | inhibition, % at 8.34 µM;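 active means mean inhibition above about 93%, with at least 55% of replicates each passing it, limit read from the data, passing the limit was not always enough; inconclusive means only one of those two conditions holds; inactive means neither condition holds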
# Starred values were filed as active, the others as inactive; ? = inconclusive; . = not tested or not shown; & = joins results of further samples. Rows were taken by chance; overall some 6.7% were active at least once.
Compound	KDM4C inh	C diff HTS	Pf Dd2 inh	T cruzi growth
CO[C@@H]1CN(C)C(=O)c2cc(NS(C)(=O)=O)ccc2OC[C@@H](C)N(Cc2ccccc2)C[C@H]1C	1.3	.	-14	10
C[C@@H]1CN([C@@H](C)CO)C(=O)Cc2cc(NC(=O)CCCCCC(=O)Nc3ccccc3N)ccc2O[C@H]1CN(C)S(=O)(=O)c1ccc(Cl)cc1	-1.1	.	-64	-6
O=C(C[C@H]1C=C[C@@H](NC(=O)NC2CCCC2)[C@H](CO)O1)NCc1ccc(F)cc1	-0.4	2	6	-6
C[C@H]1CN([C@@H](C)CO)C(=O)c2cc(-c3cncnc3)cnc2O[C@H]1CN(C)C(=O)c1cccc(F)c1	4.8	-2	12	7
CO[C@@H]1CN(C)C(=O)c2cc(NC(=O)Nc3ccc(Cl)cc3)ccc2OC[C@@H](C)NC[C@@H]1C	-1.2	-2	-1	-25
CCCNC(=O)N(C)C[C@@H]1Oc2ncc(-c3ccc(OC)cc3)cc2C(=O)N([C@H](C)CO)C[C@@H]1C	5.6	5	23	28
COc1ccccc1S(=O)(=O)N[C@H]1CC[C@H](CCn2cc(C3CCCCC3)nn2)O[C@H]1CO	-1.7	.	30	-16
C[C@@H]1CN([C@@H](C)CO)C(=O)c2cc(NC(=O)Nc3ccc(F)cc3)ccc2O[C@@H](C)CCCCO[C@@H]1CN(C)Cc1ccccc1	-2.2	3	-73	76
C[C@H]1CN([C@@H](C)CO)C(=O)c2cccc(NS(=O)(=O)c3ccc(Cl)cc3)c2O[C@@H]1CN(C)Cc1ccc(C(=O)Nc2ccccc2N)cc1	-1.2	3	-67	.
O=C(C[C@H]1CC[C@H]2[C@@H](COC[C@@H](O)CN2C(=O)c2cc(Cl)cc(Cl)c2)O1)N1CCc2ccccc2C1	-0.3	43&16	.	-22

# A draw from above in order of formula weight, low to high.
Compound	KDM4C inh	C diff HTS	Pf Dd2 inh	T cruzi growth
O=C(C[C@H]1C=C[C@@H](NC(=O)NC2CCCC2)[C@H](CO)O1)NCc1ccc(F)cc1	-0.4	2	6	-6
CO[C@@H]1CN(C)C(=O)c2cc(NC(=O)Nc3ccc(Cl)cc3)ccc2OC[C@@H](C)NC[C@@H]1C	-1.2	-2	-1	-25
CO[C@@H]1CN(C)C(=O)c2cc(NS(C)(=O)=O)ccc2OC[C@@H](C)N(Cc2ccccc2)C[C@H]1C	1.3	.	-14	10
O=C(C[C@H]1CC[C@H]2[C@@H](COC[C@@H](O)CN2C(=O)c2cc(Cl)cc(Cl)c2)O1)N1CCc2ccccc2C1	-0.3	43&16	.	-22
C[C@@H]1CN([C@@H](C)CO)C(=O)c2cc(NC(=O)Nc3ccc(F)cc3)ccc2O[C@@H](C)CCCCO[C@@H]1CN(C)Cc1ccccc1	-2.2	3	-73	76
C[C@H]1CN([C@@H](C)CO)C(=O)c2cccc(NS(=O)(=O)c3ccc(Cl)cc3)c2O[C@@H]1CN(C)Cc1ccc(C(=O)Nc2ccccc2N)cc1	-1.2	3	-67	.
C[C@@H]1CN([C@@H](C)CO)C(=O)Cc2cc(NC(=O)CCCCCC(=O)Nc3ccccc3N)ccc2O[C@H]1CN(C)S(=O)(=O)c1ccc(Cl)cc1	-1.1	.	-64	-6

# Continuation.
Compound	KDM4C inh	C diff HTS	Pf Dd2 inh	T cruzi growth
C[C@@H]1CCCCO[C@@H](CN(C)S(=O)(=O)c2ccc(F)cc2)[C@H](C)CN([C@H](C)CO)C(=O)c2cc(NC(=O)C3CCCCC3)ccc2O1	0.4	-3	-72	101*
Cc1noc(C)c1NC(=O)N(C)C[C@@H]1OCCCC[C@H](C)Oc2ccc(NS(=O)(=O)c3ccc(Cl)cc3)cc2C(=O)N([C@@H](C)CO)C[C@@H]1C	-0.9	-1	-40	-19
C[C@@H]1CN([C@H](C)CO)S(=O)(=O)c2ccc(-c3ccc(F)cc3)cc2O[C@H]1CN(C)C(=O)Nc1ccccc1F	-2.1	12	-55	55
C[C@@H]1CN([C@@H](C)CO)C(=O)Cc2cc(NC(=O)Nc3ccc(C(F)(F)F)cc3)ccc2O[C@H]1CN(C)S(=O)(=O)c1ccccc1	1.5	1	-24	.
COCC#Cc1cnc2c(c1)C(=O)N([C@H](C)CO)C[C@H](C)[C@H](CN(C)C)O2	3.1	-4	33	-27
C[C@@H]1CN([C@@H](C)CO)C(=O)c2cc(C#CC3CCCC3)cnc2O[C@@H]1CN(C)C(=O)C1CCCCC1	-2.9	4	-43	61
O=S(=O)(N[C@@H]1CC[C@@H](CCn2cc(-c3ccccn3)nn2)O[C@@H]1CO)c1cccc(Cl)c1	0.8	.	-2	-60
COC(=O)C[C@H]1C[C@@H]2c3cc(N)ccc3O[C@@H]2[C@H](CO)O1	.	4	2	42
CC(C)NC(=O)Nc1ccc2c(c1)CC(=O)N([C@H](C)CO)C[C@@H](C)[C@@H](CN(C)S(=O)(=O)c1ccc(Cl)cc1)O2	-0.1	12	6	113
O=C(C[C@H]1C=C[C@@H](NC(=O)c2cccnc2)[C@H](CO)O1)NCc1ccncn1	-0.4	2	11	.

# Another view of 3 compounds above:
# Every second line gives: KDM4C inh, C diff HTS, Pf Dd2 inh, T cruzi growth
> C[C@@H]1CN([C@@H](C)CO)C(=O)Cc2cc(NC(=O)Nc3ccc(C(F)(F)F)cc3)ccc2O[C@H]1CN(C)S(=O)(=O)c1ccccc1
→ 1.5, 1, -24, .
> COCC#Cc1cnc2c(c1)C(=O)N([C@H](C)CO)C[C@H](C)[C@H](CN(C)C)O2
→ 3.1, -4, 33, -27
> C[C@@H]1CN([C@@H](C)CO)C(=O)c2cc(C#CC3CCCC3)cnc2O[C@@H]1CN(C)C(=O)C1CCCCC1
→ -2.9, 4, -43, 61

# Going on with the list.
Compound	KDM4C inh	C diff HTS	Pf Dd2 inh	T cruzi growth
N#C[C@@H]1[C@H](c2ccc(C3=CCCC3)cc2)[C@@H](CO)N1C(=O)Cc1ccncc1	-5.8	1	15	53
Cc1noc(C)c1NC(=O)Nc1ccc2c(c1)C(=O)N([C@@H](C)CO)C[C@H](C)[C@H](CN(C)Cc1ccc3c(c1)OCO3)OCCCC[C@@H](C)O2	0.6	9	-31	-23
O=C(C[C@@H]1CC[C@@H](NS(=O)(=O)c2cccc(F)c2)[C@@H](CO)O1)NCc1ccc2c(c1)OCO2	2.0	.	-1	21
C[C@H](CO)N1C[C@H](C)[C@@H](CN(C)C(=O)Nc2ccc3c(c2)OCO3)Oc2ccc(NC(=O)Cn3cnnn3)cc2C1=O	0.8	.	3	-116
CCCC(=O)N1CC2(CN(Cc3nccs3)C2)c2c([nH]c3cc(OC)ccc23)[C@H]1CO	-1.6	-13	32	.
CCCC#Cc1ccc([C@@H]2[C@H]3CN(Cc4ccncc4)CCCCN3[C@H]2CO)cc1	1.9	-5	-70	?
C/C=C/c1ccc2c(c1)O[C@@H](CN(C)C(=O)c1ccc(F)cc1)[C@@H](C)CN([C@@H](C)CO)S2(=O)=O	-0.7	1	-31	18
COc1ccc(NC(=O)Nc2cccc3c2O[C@@H](CN(C)S(=O)(=O)c2cccs2)[C@H](C)CN([C@H](C)CO)C3=O)cc1	-0.6	0	-13	15
O=C(c1ccccn1)N1C[C@@H]2[C@H](c3ccccc31)[C@@H](CO)N2C(=O)Nc1ccccc1	-1.3	-5	-1	-3
C/C=C/c1ccc([C@@H]2[C@@H](CO)N3C(=O)CN(C(=O)Cc4cccnc4)C[C@H]23)cc1	0.4	0	3	.

# Overlap with the part before: 2 entries; new compounds follow.
# Screens by letter: A = KDM4C inh; B = C diff HTS; C = Pf Dd2 inh; D = T cruzi growth
O=C(c1ccccn1)N1C[C@@H]2[C@H](c3ccccc31)[C@@H](CO)N2C(=O)Nc1ccccc1
  A = -1.3	B = -5	C = -1	D = -3
C/C=C/c1ccc([C@@H]2[C@@H](CO)N3C(=O)CN(C(=O)Cc4cccnc4)C[C@H]23)cc1
  A = 0.4	B = 0	C = 3	D = .
CCC(=O)NC[C@H]1[C@H](c2ccc(C3=CCCC3)cc2)[C@H](CO)N1C(=O)C1CC1
  A = -0.3	B = -2	C = -5	D = 52
C[C@H](NC(=O)[C@H]1[C@H](CO)[C@H]2Cn3c(cccc3=O)[C@H]2N1CC1CC1)c1ccccc1
  A = 2.2	B = -3	C = 5	D = 50
C[C@@H]1CN([C@H](C)CO)C(=O)c2cccc(NC(=O)Nc3ccccc3)c2O[C@@H]1CN(C)C(=O)NC1CCCCC1
  A = 4.2	B = -9	C = -57	D = 73
CO[C@@H]1CN(C)C(=O)c2cc(NC(=O)c3nc4ccccc4s3)ccc2OC[C@@H](C)N(Cc2cccnc2)C[C@@H]1C
  A = 1.0	B = .	C = -20	D = .
COc1cccc(NC(=O)N2CC(=O)N3[C@@H](CO)[C@@H](c4ccc(Br)cc4)[C@@H]3C2)c1
  A = 0.2	B = -1	C = -17	D = .
O=C(Cc1ccncc1)Nc1ccc2c(c1)[C@H]1C[C@@H](CC(=O)N3CCc4ccccc4C3)O[C@H](CO)[C@H]1O2
  A = 0.5	B = 2	C = -59	D = -31
CCCN1C[C@@H](C)[C@@H](OC)CN(C)C(=O)c2cc(NC(=O)NC3CCCC3)ccc2OC[C@H]1C
  A = 0.6	B = -4	C = 24	D = .
C[C@H]1CN([C@@H](C)CO)C(=O)c2cc(NC(=O)Cc3cn(C)c4ccccc34)ccc2O[C@@H]1CN(C)C(=O)Nc1ccc(C(F)(F)F)cc1
  A = -0.5	B = 4	C = -15	D = 72
O=C(c1ccc(F)cc1)N1CC(=O)N2[C@H](CO)[C@@H](c3ccc(C#CCC4CCCC4)cc3)[C@H]2C1
  A = 1.2	B = 13	C = -34	D = .
CCCNC(=O)C[C@H]1CC[C@H]2[C@@H](COC[C@H](O)CN2C(=O)c2cc(Cl)cc(Cl)c2)O1
  A = -0.9	B = .	C = 3	D = 27
COc1ccc(CN(C)C[C@@H]2OCCCC[C@@H](C)Oc3ccc(N(C)C)cc3C(=O)N([C@H](C)CO)C[C@H]2C)cc1
  A = 8.0	B = 5	C = -14	D = 50
CCN1[C@@H]2Cn3c(ccc(-c4ccccc4F)c3=O)[C@H]1[C@@H](C(=O)N1CCOCC1)[C@@H]2CO
  A = -0.1	B = 1	C = .	D = 6
CN(C)C(=O)C[C@@H]1C=C[C@@H](NC(=O)C2CCOCC2)[C@H](CO)O1
  A = -0.4	B = 4	C = -13	D = .
CCCNC(=O)N1C[C@H](O)COC[C@@H]2O[C@H](CC(=O)N3CCN(C)CC3)CC[C@H]21
  A = 0.1	B = 5&-6	C = 26	D = -36
CCCNC(=O)N1[C@H](CO)[C@@H](c2ccc(-c3ccccc3F)cc2)[C@@H]1C#N
  A = 0.7	B = 1	C = -16	D = 56
CCCC#Cc1ccc2c(c1)O[C@H](CN(C)C(=O)CN(C)C)[C@H](C)CN([C@H](C)CO)S2(=O)=O
  A = 2.1	B = 0	C = 8	D = .
COc1ccc(-c2ccc3c(c2)[C@@H]2[C@@H](CCN2C(=O)C2CCOCC2)[C@H](CO)N3C)cc1
  A = 0.5	B = 6	C = -23	D = 7
C/C=C/c1ccc(C2[C@H]3CNC[C@@H]2N3Cc2nccs2)cc1 (stereo partly specified)
  A = 0.8&0.8	B = 2&12	C = 2&15	D = .
COc1ccccc1CNC(=O)C[C@@H]1CC[C@@H]2[C@H](COC[C@H](O)CN2Cc2cccc(-c3ccncc3)c2)O1
  A = 3.0	B = -16&-22	C = .	D = 117*
C[C@H](CO)N1C[C@H](C)[C@@H](CN(C)C(=O)Nc2ccc(C(F)(F)F)cc2)Oc2ccc(NC(=O)Cc3ccccc3)cc2CC1=O
  A = -0.1	B = 5	C = -59	D = 9
COc1ccc(-c2ccc3n(c2=O)C[C@@H]2[C@@H](CO)[C@H](C(=O)NCCN4CCCC4)N(C)[C@H]32)cc1
  A = 5.2	B = -4	C = 10	D = .
O=C(CC1CC1)N1CC(=O)N2[C@H](C1)[C@@H](c1ccc(C#Cc3cccc(F)c3)cc1)[C@@H]2CO
  A = -2.5	B = 49	C = -46	D = .
C[C@@H]1CN([C@H](C)CO)C(=O)c2cccc(NC(=O)Nc3ccc(C(F)(F)F)cc3)c2O[C@@H]1CN(C)S(=O)(=O)c1ccc(Cl)cc1
  A = .	B = .	C = -37	D = 108*
O=C(NCC1CC1)[C@@H]1[C@@H](CO)[C@@H]2Cn3c(ccc(-c4cccnc4)c3=O)[C@H]1N2C(=O)C1CCCC1
  A = -0.4	B = 3	C = 30	D = .
CO[C@@H]1CN(C)C(=O)c2cc(NC(=O)c3ccc(F)cc3)ccc2OC[C@H](C)N(C)C[C@@H]1C
  A = -0.5	B = -13	C = .	D = -46
CC(C)CC#Cc1ccc2c(c1)O[C@H](CN(C)C(=O)c1cccnc1)[C@@H](C)CN([C@H](C)CO)S2(=O)=O
  A = -2.9	B = .	C = -49	D = 78

# Screens as filed in PubChem BioAssay.
